High-throughput results: PubChem BioAssay, several laboratories
SV40 large T antigen: SV40 large T antigen inhibitors, biochemical (AID 1903). SV40 large T antigen ATPase/helicase inhibition assay; higher % means a stronger effect. inhibition, % at 20 µM; hits with a dose series show IC50 in µM. actives 0.39% (n = 310,000); in the data active = a potency from the dose series; inconclusive = inhibition mostly from about 32% at the one dose, without a potency; inactive = the rest, 99 in 100 with inhibition below about 32%; also: strong numbers were not always called active
MgcRacGAP inhibition: MgcRacGAP GTPase-activating activity inhibitors, confirmation, biochemical, ADP Hunter fluorescence. MgcRacGAP-stimulated Rac1 GTP hydrolysis, ADP Hunter fluorescence; higher % means a stronger effect; GST-tagged Rac1 F28L mutant substrate. inhibition, % at 30 µM; hits with a dose series show IC50 in µM. actives 0.6% (n = 340,000);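 active = first-screen hits whose inhibition reached a set limit at any dose in the follow-up dose series; inconclusive = inhibition above the set first-screen limit but never retested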;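 also: fluorescence reports GDP produced by GAP-driven GTP hydrolysis; strong numbers were not always called active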
RSV antiviral HEp-2: inhibition of RSV-induced cytopathic effect – HEp-2 cells, primary 10 µM value included (AID 2391). HEp-2 cells, RSV-induced CPE inhibition; higher % means a stronger effect. CPE inhibition, % at 10 µM; hits with a dose series show IC50 in µM. actives 0.13% (n = 310,000); in the data active = a potency from the dose series; inconclusive = CPE inhibition mostly from about 23% at the one dose, without a potency; inactive = the rest, 99 in 100 with CPE inhibition below about 21%; also: strong numbers were not always called active
Siah-1 displacement: Siah-1 peptide-binding antagonists, primary screen, biochemical, fluorescence polarization, rhodamine-plectin, uHTS (AID 1817); Siah-1 / rhodamine-plectin peptide fluorescence polarization; higher % means a stronger effect; actives 0.02% (n = 290,000); displacement, % at 20 µM, or IC50 in µM where a hit was titrated;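 active = displacement of at least 50% at 20 µM, with a fluorescence ratio check between 0.3 and a set limit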;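 also: plate controls were Siah plus tracer with DMSO for no effect and tracer alone without Siah for full effect; strong numbers were not always called active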
NS5 inhibitors: Dengue-2 NS5 methyltransferase inhibitors, primary screen, biochemical, confirmation dose response (AID 588689); Dengue-2 NS5 methyltransferase capping enzyme assay, biochemical; higher % means a stronger effect; inhibition, % at 25 µM, or IC50 in µM where a hit was titrated; actives 0.3% (n = 340,000); in the data active = a potency from the dose series; inconclusive = inhibition above about 29% without an active follow-up result
NTR1 ag: agonists of NTR1, primary screen, imaging, U2OS cells, beta-arrestin-GFP, high content (AID 493036). P30989. NTR1-U2OS beta-arrestin-GFP spot imaging, agonist mode. activation, % at 20 µM. actives 0.17% (n = 330,000);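 active = activation at or above 40% of the spot to cytoplasm intensity ratio, with at least 20 cells analyzed; inconclusive = wells under 20 cells, flagged as cytotoxic or low count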;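 also: 0% = DMSO without peptide and 100% = 100 nM NTR1 peptide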
Target sequence (P30989 whole entry, looked up): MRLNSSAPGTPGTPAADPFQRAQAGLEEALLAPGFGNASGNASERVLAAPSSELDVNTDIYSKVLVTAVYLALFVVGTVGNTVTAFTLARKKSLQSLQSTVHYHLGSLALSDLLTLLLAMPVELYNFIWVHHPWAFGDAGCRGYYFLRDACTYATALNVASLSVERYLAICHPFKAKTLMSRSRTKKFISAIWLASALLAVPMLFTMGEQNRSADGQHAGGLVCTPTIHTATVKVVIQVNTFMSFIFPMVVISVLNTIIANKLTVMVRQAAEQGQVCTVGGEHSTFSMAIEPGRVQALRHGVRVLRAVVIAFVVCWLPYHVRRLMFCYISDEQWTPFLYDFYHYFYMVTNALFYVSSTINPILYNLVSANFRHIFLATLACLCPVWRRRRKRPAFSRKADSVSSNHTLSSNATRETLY
K1F lysis inhibition: inhibition of K1F phage lysis, E. coli UTI89, bacterial capsule biogenesis inhibitors, alamar blue (AID 488966); E. coli UTI89 K1F phage lysis, alamar blue, 2 h; higher % means a stronger effect; one-dose inhibition, % at 100 µM; IC50 in µM for titrated hits; actives 0.02% (n = 340,000);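 active = phage lysis inhibition, versus mean bacterial control, above a set limit; inconclusive = no clear call, values can overlap the other calls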;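 also: capsule biogenesis inhibitors block K1F phage lysis so surviving cells raise fluorescence; higher fluorescence means more inhibition of phage lysis; actives were called in the ten point dose series up to 300 µM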
West Nile antiviral: West Nile virus antiviral activity, cell-based, CPE readout (AID 1621) | West Nile virus-infected cells, CPE inhibition; higher % means a stronger effect | CPE inhibition, % at 10 µM; hits with a dose series show IC50 in µM | actives 0.02% (n = 290,000); in the data active = a potency from the dose series; inconclusive = CPE inhibition mostly from about 3.7% at the one dose, without a potency; inactive = the rest, 99 in 100 with CPE inhibition below about 2.2%; also: strong numbers were not always called active
AID2073: inhibitors of Mint1-CaV2.2 protein interaction, biochemical, HTRF (AID 2073). HTRF protein-protein interaction, Mint1-CaV2.2; higher % means a stronger effect. inhibition, % at 20 µM; hits with a dose series show IC50 in µM. actives 0.19% (n = 290,000); in the data active = inhibition mostly above about 51%, no sharp cut-off; inconclusive = no clear call, values can overlap the other calls; inactive = mostly below about 53%; also: some results filed as inactive read as strong as hits
NTR1 ag cell count 20 µM: second read-out of NTR1 ag, no call of its own (marks repeat the call); cell count; measured here: cell count, cytotoxicity flag
* marks the source's active call; other numbers are inactive results; ? = inconclusive; . = no result given; [ ] = dose if it differs, or a comment.

(1) CCOc1ccccc1NS(=O)(=O)N(C)C
(2) Nc1ccc2nc(Cc3ccccc3)[nH]c2c1
(3) O=C(CNC(=O)c1ccccc1)OC(C(=O)Nc1cc(C(F)(F)F)ccc1Cl)c1ccccc1 (stereo not drawn)
(4) CCCOc1ccc(N2C(=O)C3ON(c4ccccc4)C(CCC)C3C2=O)cc1 (stereo not drawn)
(5) Cc1ccc(Cn2c(-n3nc(C)cc3C)nc3c2c(=O)[nH]c(=O)n3C)cc1
(6) COC(=O)c1ccc(C(=O)NCCCCO)cc1
(7) Cc1ccc(NC(=O)COC(=O)C2CCC2)cc1S(=O)(=O)N1CCOCC1
(8) CCN1CCN(S(=O)(=O)c2ccc(Cl)c(C(=O)N(C)C(c3ccccc3)c3ccccc3)c2)CC1
(9) N#Cc1c(-c2ccc(F)cc2)noc1N
(10) COc1cccc(NC(=O)CN(C)C(=O)CSc2ncnc3sc(C)c(C)c23)c1
compound no.,1,2,3,4,5,6,7,8,9,10
SV40 large T antigen,-1%,33%,-4%,-8%,-3%,2%,.,28%,6%,11%
MgcRacGAP inhibition,9%,76µM*,7%,7%,2%,2%,5%,2%,-6%,-2%
RSV antiviral HEp-2,0.7%,-1.6%,0.4%,1.5%,0.1%,0.8%,.,0.1%,0.4%,3.7%
Siah-1 displacement,1%,1%,0%,3%,-4%,-2%,.,.,3%,.
NS5 inhibitors,-5%,5%,-2%,-7%,0%,-14%,-5%,1%,-6%,2%
NTR1 ag,-1.6,3.5,6.1,-0.1,-0.9,-1.8,2.7,1.3,0.5,-0.3
NTR1 ag cell count 20 µM,73,56,42,81,42,91,53,59,92,52
K1F lysis inhibition,0.0%,0.4%,2.7%,-0.1%,-0.4%,0.1%,-4.3%,-0.1%[50 µM],-0.4%,0.3%[50 µM]
West Nile antiviral,0.5%,-0.1%,-0.6%,0.2%,-0.6%,-0.4%,.,.,0.6%,.
AID2073,-8%,8%,6%,-7%,-10%,-6%,.,.,15%,.

(11) Cc1cccc(-n2c(SCc3ccc([N+](=O)[O-])cc3)nnc2-c2c[nH]c3ccccc23)c1
(12) CC(OC(=O)C1=Cc2ccccc2OC1)C(=O)NC1CCCC1 (stereo not drawn)
(13) Oc1cccc(Nc2nc(O)c(/C=C3\C=Nc4ccccc43)s2)c1
(14) CCN(C(=O)COC(=O)c1[nH]c(C)c(C(C)=O)c1C)c1c(N)n(Cc2ccccc2)c(=O)[nH]c1=O
(15) O=C(C1CCN(Cc2ccccc2)CC1)N1CCCC1
(16) COc1cccc(N2CCN(C(=O)CSc3ccc(F)cc3)CC2)c1
(17) CN1C(=O)CSc2ccc(NC(=O)N3CCN(c4ccccn4)CC3)cc21
(18) CCCCNC(=O)N1CCc2[nH]c3ccccc3c2C1
(19) CCSc1ncc(Cl)c(C(=O)Nc2cc(C)ccc2C)n1
(20) O=C(CSc1nnc(-c2ccccc2O)o1)N1CCOCC1
compound no.,11,12,13,14,15,16,17,18,19,20
SV40 large T antigen,6%,8%,17%,.,-3%,4%,17%,3%,5%,.
MgcRacGAP inhibition,1%,13%,11%,2%,17%,8%,2%,5%,-12%,-2%
RSV antiviral HEp-2,2.4%,1.7%,41%,1.1%,2.4%,1.5%,8.1%,0.9%,6.2%,.
Siah-1 displacement,8%,-2%,-7%,.,-1%,0%,-2%,0%,4%,0%
NS5 inhibitors,-4%,0%,-99%,-6%,-4%,0%,-3%,4%,-1%,-15%
NTR1 ag,3.6,0.7,3.0,1.5,0.5,0.8,2.7,0.1,1.5,-1.2
NTR1 ag cell count 20 µM,30,45,58,53,81,59,52,77,51,56
K1F lysis inhibition,2.7%,-0.3%[50 µM],?,0.5%[50 µM],-0.5%,0.2%,2.2%[50 µM],1.3%[50 µM],0.7%[50 µM],-0.5%
West Nile antiviral,-0.1%,1.1%,2.5%,.,.,-0.7%,0.0%,-0.4%,-0.1%,0.1%
AID2073,12%,7%,24%,.,7%,8%,0%,6%,23%,10%

(21) Cc1ccc(N(C)S(=O)(=O)c2cccc(C(=O)NC3CC(C)(C)NC(C)(C)C3)c2)cc1
(22) O=C(CCS(=O)(=O)c1cccs1)Nc1ccc(C(=O)NC2CCCC2)cc1
(23) COC(=O)Cc1[nH]nc2c1C1(C(=O)N(Cc3ccccc3)c3ccccc31)C(C#N)=C(N)O2 (stereo not drawn)
(24) CN(C)c1ccc(CN(C)C2CCCCC2)cc1
(25) COCc1nnc(NS(=O)(=O)c2ccc(C)cc2)s1
(26) Cc1c(Cl)cnc(NC(=O)COC(=O)[C@H](C)NC(=O)c2ccccc2)c1Cl
(27) CCOc1ccc2nc3ccc4[nH]onc4c3c2c1
(28) Cc1nc(CSc2ccc(Cl)cc2)cc(NCc2ccccc2)n1
(29) CC1=C(C(=O)OC(C)C)C(c2ccncc2)n2ncnc2N1 (stereo not drawn)
(30) COC(=O)CCC(=O)Nc1cccc2ccccc12
compound no.,21,22,23,24,25,26,27,28,29,30
SV40 large T antigen,12%,5%,20%,4%,18%,.,.,29%,12%,5%
MgcRacGAP inhibition,3%,6%,5%,7%,7%,3%,1%,3%,13%,4%
RSV antiviral HEp-2,-2.0%,1.5%,0.8%,-0.2%,0.1%,0.4%,44%,1.2%,0.9%,1.3%
Siah-1 displacement,.,4%,1%,2%,-1%,.,.,2%,-4%,3%
NS5 inhibitors,-9%,2%,6%,0%,-3%,0%,-3%,-6%,0%,-5%
NTR1 ag,0.6,-0.9,-0.3,0.2,4.2,0.7,5.0,3.7,0.3,-2.0
NTR1 ag cell count 20 µM,70,69,95,56,73,44,65,71,49,50
K1F lysis inhibition,0.6%[50 µM],0.4%,0.2%,2.0%,0.0%,1.0%[50 µM],-7.4%,5.7%[50 µM],0.8%,3.8%
West Nile antiviral,.,0.1%,0.3%,-1.4%,-0.1%,.,0.9%,-0.2%,0.1%,0.2%
AID2073,.,4%,32%,-4%,-6%,.,.,4%,1%,-5%

Next part, starting with the last 3 of the part before.
(28) Cc1nc(CSc2ccc(Cl)cc2)cc(NCc2ccccc2)n1
(29) CC1=C(C(=O)OC(C)C)C(c2ccncc2)n2ncnc2N1 (stereo not drawn)
(30) COC(=O)CCC(=O)Nc1cccc2ccccc12
(31) O=C(N=C1SC2CS(=O)(=O)CC2N1c1ccccc1Cl)C1CCCO1 (stereo not drawn)
(32) O=C(NCC(=O)N1CCN(c2ncccn2)CC1)c1ccccc1OC(F)F
(33) CCc1nnc(NC(=O)CSc2nnc3scc(-c4ccc(C)cc4)n23)s1
(34) CCOC(=O)Cc1cc(=O)n2[nH]c(C)c(C#N)c2n1
(35) CN(Cc1ccc(Cl)c(Cl)c1)C(=O)C1CSC2(C)CCC(=O)N12 (stereo not drawn)
(36) FC(F)(F)c1cc(CCN2CCNC[C@@H]2CC2CCCCC2)cc(C(F)(F)F)c1
(37) CCOc1ccccc1NC(=O)COc1ccc2ccc(=O)oc2c1
(38) CCCCC(=O)Nc1cc(NC(=O)CCCC)cc(C(=O)O)c1
(39) COc1ccc(CC(=O)NNC(=O)c2cccnc2)cc1OC
(40) CCOC(=O)c1ccc(N2C(=O)CC(N3CCC(O)(c4ccc(Cl)cc4)CC3)C2=O)cc1 (stereo not drawn)
compound no.,28,29,30,31,32,33,34,35,36,37,38,39,40
SV40 large T antigen,29%,12%,5%,13%,.,.,11%,.,.,26%,14%,21%,2%
MgcRacGAP inhibition,3%,13%,4%,-9%,4%,0%,3%,4%,8%,-4%,4%,3%,5%
RSV antiviral HEp-2,1.2%,0.9%,1.3%,4.4%,.,1.4%,-0.5%,1.4%,.,1.8%,2.1%,1.1%,1.6%
Siah-1 displacement,2%,-4%,3%,3%,.,.,-2%,.,.,2%,-2%,8%,-1%
NS5 inhibitors,-6%,0%,-5%,-12%,-6%,-2%,3%,0%,2%,4%,3%,-4%,-6%
NTR1 ag,3.7,0.3,-2.0,-0.2,2.7,-0.5,-1.0,-1.4,12,0.4,0.1,-1.6,1.4
NTR1 ag cell count 20 µM,71,49,50,56,73,62,47,53,17,37,45,78,58
K1F lysis inhibition,5.7%[50 µM],0.8%,3.8%,-0.1%,1.0%,1.6%,4.2%,0.6%[50 µM],-3.7%,-0.1%,3.4%,0.0%,2.1%
West Nile antiviral,-0.2%,0.1%,0.2%,0.4%,.,0.3%,1.2%,.,.,-0.1%,-0.5%,0.7%,0.2%
AID2073,4%,1%,-5%,-7%,.,.,8%,.,.,9%,9%,4%,9%

(41) NS(=O)(=O)c1ccc(CCNC(=O)CNC(=O)COc2ccccc2)cc1
(42) C=CCn1c(C(C)NC(=O)c2ccc(C)cc2)n[nH]c1=S (stereo not drawn)
(43) COc1cccc(NC(=O)CN2C(=O)NC(C)(CC(C)C)C2=O)c1 (stereo not drawn)
(44) CN(CCc1cnn(C)c1)Cc1nc(CC2CC2)no1
(45) COc1ccc2c(-c3ccccc3)cc(SC(C)C(N)=O)nc2c1 (stereo not drawn)
(46) O=C(Cn1cc([N+](=O)[O-])cn1)Nc1nccs1
(47) COc1ccc(-c2noc(N3CCC(C(=O)NCCCN4CCCCC4)CC3)n2)cc1
(48) O=C(Cc1ccccc1)NCC(=O)Nc1ccccc1Br
(49) COc1ccc(CNC(=O)c2csnn2)cc1
(50) COC(=O)c1sc2ccccc2c1NC(=O)c1ccc(S(=O)(=O)N2CCCCC2C)cc1 (stereo not drawn)
compound no.,41,42,43,44,45,46,47,48,49,50
SV40 large T antigen,-2%,6%,4%,9%,5%,9%,11%,6%,-3%,6%
MgcRacGAP inhibition,3%,-7%,2%,8%,9%,7%,7%,7%,-3%,6%
RSV antiviral HEp-2,-0.2%,0.8%,-0.8%,1.8%,-2.8%,1.1%,1.8%,0.2%,0.4%,5.6%
Siah-1 displacement,0%,1%,7%,2%,-2%,2%,-3%,30%,-10%,2%
NS5 inhibitors,-8%,1%,-1%,5%,-8%,4%,-4%,-3%,-2%,-7%
NTR1 ag,-1.2,1.6,-1.1,-1.6,7.6,2.4,0.6,-0.3,0.8,-0.6
NTR1 ag cell count 20 µM,87,68,67,69,82,67,102,60,60,65
K1F lysis inhibition,0.1%,0.0%,0.4%,0.3%,-2.7%,0.0%,0.9%,0.1%,0.6%,0.3%[50 µM]
West Nile antiviral,-0.3%,-0.7%,-0.8%,0.6%,1.0%,-0.2%,-0.8%,-0.1%,0.3%,-1.0%
AID2073,8%,-16%,-6%,8%,6%,-14%,2%,-1%,-3%,0%

Compounds were not picked by outcome; about 1.6% have a hit in one of these screens.
